# Assay outcomes as filed in PubChem.
# HTRA1 inhibitor: inhibitors of human serine peptidase HTRA1. Q92743. recombinant HTRA1, FP-rhodamine activity-based probe, fluorescence polarization. inhibition, % at 5.96 µM. 340,000 compounds, 0.5% hits. AID 504803; in the data active = inhibition above about 36%;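 also: 0% = enzyme with DMSO and 100% = wells lacking enzyme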
# rCAG RNA binder: r(CAG) repeat RNA binding; TO-PRO-1 dye displacement fluorescence; AID 651821; 370,000 compounds, 1.3% hits; inhibition, % at 3 µM;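 active = inhibition above the plate cutoff, the mean of all test compounds on that plate plus 3 SD, cut at about 35% in these data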;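 also: 0% = DMSO alone and 100% = 100 µM mitoxantrone as full dye displacement; higher means more dye released from RNA so lower well fluorescence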
# SIAE inh: inhibitors of human sialic acid acetylesterase SIAE; 370,000 compounds, 0.69% hits; SIAE FP-Rh probe binding, fluorescence polarization; inhibition, % at 9.66 µM; Q9HAT2;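 active = inhibition above a cutoff: mean of compounds within the control limits plus 3 SD of those, cut at about 17% in these data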;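 also: 0% = plate median of compound wells and 100% = probe without SIAE protein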
# LEDGF integ inh: blocks HIV-1 LEDGF/p75-dependent DNA integration; TR-FRET IN-LEDGF/p75 DNA integration, Eu/Cy5; inhibition, % at 3.7 µM; 370,000 compounds, 0.64% hits; AID 743269;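 active = inhibition above the screen-wide mean plus 3 SD, cut at about 13% in these data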;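 also: signal is the Cy5 over europium emission ratio at 671 and 618 nm; 0% = plate median of compound wells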
# PG9 Ab binder: binds the HIV-1 gp120 antibody PG9; inhibition, % at 6.7 µM; TR-FRET gp120-PG9 antibody binding; AID 624416; 360,000 compounds, 0.43% hits; in the data active = inhibition above about 8.5%
# TDP2 inh: blocks human TDP2 phosphodiesterase activity; O95551; recombinant TDP2, T5PNP hydrolysis, p-nitrophenol absorbance 415 nm; inhibition, % at 12.8 µM; 370,000 compounds, 0.34% hits; AID 720702;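 active = inhibition above the mean of all tested compounds plus 3 SD, set per campaign, cut at about 25% in these data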;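 also: 0% = DMSO with enzyme and 100% = buffer with substrate but no TDP2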
#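 Test system: Human TDP2 enzyme | Reagent: 5 mM T5PNP | Compound dosing: 12.8 µM single point, 1% DMSO | Incubation: Enzyme reaction with compound for 2 h at 37 °C | Technique: p-Nitrophenol epi absorbance | Read-out: % inhibition relative to enzyme-containing and enzyme-free wells | Benchmarks: High control without enzyme, low control DMSO plus TDP2 | Replicates: Singlicate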
# mABHD4 FP: inhibits mouse alpha/beta hydrolase domain 4 | Q8VD66 | inhibition, % at 8.92 µM | purified mABHD4, FP-Rh probe fluorescence polarization | 370,000 compounds, 0.54% hits;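 active = inhibition exceeding the mean over every tested compound plus 3 SD, cut at about 30% in these data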;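 also: 0% = plate median of compound wells and 100% = S159A mutant with DMSO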
# Target sequence (Q8VD66 whole entry, looked up, the tested form may be a part): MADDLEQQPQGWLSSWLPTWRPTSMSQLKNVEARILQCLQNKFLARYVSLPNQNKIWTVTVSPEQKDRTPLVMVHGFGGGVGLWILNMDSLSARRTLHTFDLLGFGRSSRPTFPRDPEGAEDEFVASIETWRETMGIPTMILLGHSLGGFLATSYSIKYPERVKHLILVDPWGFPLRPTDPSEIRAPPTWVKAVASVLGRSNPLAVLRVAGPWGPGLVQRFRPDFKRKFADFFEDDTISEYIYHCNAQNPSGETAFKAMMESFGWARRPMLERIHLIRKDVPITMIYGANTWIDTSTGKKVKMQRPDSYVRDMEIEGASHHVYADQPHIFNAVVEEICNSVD
#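 Assay system: Wild-type mouse ABHD4 protein | Medium: HEPES pH 7.0 buffer, 150 mM NaCl, 0.01% Pluronic F-127 | Incubation: Enzyme–compound pre-incubation 45 min, then probe 60 min, both 25 °C | Technique: Fluorescence polarization with parallel and perpendicular emission, 525/598 nm | Evaluation: % inhibition of FP-Rh probe binding versus controls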
# Rev-erbA mod: modulates human Rev-erb alpha binding to DNA | 370,000 compounds, 0.79% hits | Rev-erbα–FITC-DNA binding, fluorescence polarization, 90 min | activity, % at 10 µM | P20393;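 active = activity above about 14%, limit read from the data; passing the limit was not always enough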;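 also: 0% = DMSO wells with 35 nM protein and 100% = DMSO wells with 750 nM protein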
# Target sequence (P20393 whole entry, looked up): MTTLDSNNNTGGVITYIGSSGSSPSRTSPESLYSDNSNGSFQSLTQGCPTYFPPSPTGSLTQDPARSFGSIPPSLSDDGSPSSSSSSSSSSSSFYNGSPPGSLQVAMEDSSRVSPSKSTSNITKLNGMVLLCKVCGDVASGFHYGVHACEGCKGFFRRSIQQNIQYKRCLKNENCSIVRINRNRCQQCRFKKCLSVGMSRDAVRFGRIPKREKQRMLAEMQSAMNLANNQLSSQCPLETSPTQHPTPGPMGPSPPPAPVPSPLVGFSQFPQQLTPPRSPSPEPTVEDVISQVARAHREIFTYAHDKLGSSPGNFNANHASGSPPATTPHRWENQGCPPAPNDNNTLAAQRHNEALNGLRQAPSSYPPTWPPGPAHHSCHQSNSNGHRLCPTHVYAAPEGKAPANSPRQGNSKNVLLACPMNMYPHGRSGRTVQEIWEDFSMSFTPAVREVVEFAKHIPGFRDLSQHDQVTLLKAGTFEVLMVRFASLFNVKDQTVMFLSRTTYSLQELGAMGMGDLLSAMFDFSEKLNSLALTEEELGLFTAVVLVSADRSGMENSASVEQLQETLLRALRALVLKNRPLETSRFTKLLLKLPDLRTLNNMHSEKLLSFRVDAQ
# PRMT1 FP inh: blocks human protein arginine methyltransferase 1. Q99873. recombinant PRMT1, activity-based probe fluorescence polarization. inhibition, % at 2.79 µM. AID 652257. 370,000 compounds, 1.3% hits;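 active = inhibition above about 21% made by adding two undisclosed values, limit read from the data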
# TCR-CD3 inh: blocks the human TCR-CD3 interaction; TAMRA-labeled TCR probe fluorescence, biochemical; inhibition, % at 9.4 µM; 360,000 compounds, 0.37% hits; in the data active = inhibition above about 19%;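 also: recombinant mutant TCR 2C K166C tagged with TAMRA read by polarization; 0% = receptor in buffer alone and 100% = receptor with positive control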
# Active calls of the source: *; x = no result given.
SMILES,HTRA1 inhibitor,rCAG RNA binder,SIAE inh,LEDGF integ inh,PG9 Ab binder,TDP2 inh,mABHD4 FP,Rev-erbA mod,PRMT1 FP inh,TCR-CD3 inh
Cc1ccc(C(=O)Nc2ccccc2OC(F)F)cc1,1,1,-5,-2,-0.6,6,3,1,1,-2
Fc1ccc(CNc2nc3ccccc3n3cnnc23)cc1,2,2,5,-2,-0.1,8,1,8,-2,7
O=C(O)C1=C(C(=O)O)C2C=CC1C2,-2,1,0,5,1.5,-13,-7,-7,8,-8
Cc1ccc(OCC(=O)NC(=S)Nc2ccc(Br)cn2)cc1,2,-2,4,1,0.7,4,-1,0,-5,3
COCCn1c(C)cc(C(=O)CSc2ccc(NC(C)=O)cc2)c1C,-1,0,0,2,-0.1,-13,-1,-3,25*,5
O=C(NCCN1C(=O)S/C(=C\c2ccccc2F)C1=O)C1CC(=O)N(Cc2ccccc2)C1 (stereo unspecified),-3,6,-1,0,-0.1,3,6,-2,-1,6
O=C(CSc1ncccn1)NC(=O)Nc1ccc2c(c1)OCCO2,-1,-1,-5,-2,0.8,-4,2,1,5,0
COc1ccc(S(=O)(=O)N2CCNC(=O)CC2)cc1,8,-1,-1,-3,-1.3,-1,7,-2,0,0
COc1ccc(C(=O)CSc2nnc(-c3cnccn3)n2-c2ccc(C)cc2)cc1,x,4,4,1,x,-7,-7,7,-1,x
COC(=O)[C@@]1(Cc2ccc(OC)cc2)[C@H]2c3cc(C(=O)N4CCCC4)n(Cc4ccc(C)o4)c3C[C@H]2CN1C(=O)c1ccccc1,x,3,-2,2,-0.1,-13,3,2,39*,60*
COc1ccc(CC(=O)NC(C)c2nnc(SCCC(=O)Nc3ccccc3)n2C)cc1 (stereo unspecified),7,-6,11,1,-1.7,-6,0,3,-7,3
CCn1c(CNc2ccc(F)cc2)nnc1SCC(=O)Nc1ccc(OC)cc1OC,5,0,0,-1,0.1,-12,-1,3,0,10
CCCCCC(=O)N1C[C@@H](O)[C@H](n2cc(COC(=O)c3ccccc3)nn2)C[C@@H]1c1ccc(C)cc1,-22,2,-3,-1,1.3,-9,-10,2,-3,-4
CC(C)(C)NC(=O)CN(C(=O)CCC(=O)Nc1nccs1)c1cccc(C(F)(F)F)c1,3,-1,3,-2,0.4,-2,0,-5,2,7
CCc1cc2c(=O)c(-c3nc4ccccc4n3C)c(COCC(=O)O)oc2cc1O,3,5,6,-3,0.0,4,4,1,2,4
CCc1ccc(-c2nc(NC(=O)c3ccc(OCC(=O)Nc4ccc(F)cc4)c(OC)c3)sc2C)cc1,-6,5,0,-1,-0.8,12,2,113*,2,3
O=C(CNC(=O)c1ccc(N2C(=O)c3ccccc3C2=O)cc1)OCC(=O)c1ccc(Cl)cc1,-1,-3,3,-3,0.0,-8,-5,0,4,-2
Cc1cc(C)cc(NC(=O)COC(=O)c2ccc(CN3CCCC3=O)cc2)c1,-9,-3,-8,6,0.8,-12,-8,-4,-2,-12
Cc1c(C(=O)N(C)Cc2cccc(F)c2)oc2c(Cl)cccc12,-23,1,-3,-2,-2.7,-24,-3,-2,-7,-4
Cc1nnc(-c2cnn(C)c2N)n1Cc1ccccc1F,5,2,3,-3,0.4,9,1,1,0,0
C/C(=N\Nc1ccc(Cl)c(C(=O)O)c1)c1ccc(N2CCOCC2)cc1,5,1,2,-5,-7.2,-3,10,-5,4,-3
CCOC(=O)Cc1csc(NC(=O)c2ccc3c(c2)OCO3)n1,-13,-3,8,1,0.1,5,-5,-2,1,-5
O=c1c2ccccc2c2ccccc2c(=O)n1Nc1ccccc1,6,0,-4,4,-2.3,-4,-1,2,0,3
CN(C(=O)c1cccc(OC2CCN(S(=O)(=O)N(C)C)CC2)c1)C1CCOC1 (stereo unspecified),2,-5,-2,0,0.9,4,-2,2,-2,8
CC12CCC(C(=O)N(CCCCN3CCN(c4ccccn4)CC3)C1=O)C2(C)C (stereo unspecified),2,-7,-6,1,-2.3,15,2,0,-1,-4
# (further entries)
SMILES,HTRA1 inhibitor,rCAG RNA binder,SIAE inh,LEDGF integ inh,PG9 Ab binder,TDP2 inh,mABHD4 FP,Rev-erbA mod,PRMT1 FP inh,TCR-CD3 inh
O=C(O)c1cc(S(=O)(=O)N(Cc2ccccc2)c2ccc(Cl)cc2)ccc1Cl,-13,54*,-9,2,-1.5,0,-11,-1,2,5
O=C1/C(=C/c2cccnc2)SC(=S)N1c1ccc(O)cc1,-5,5,-4,0,0.2,-1,-10,-4,10,-4
O=C(Cc1ccc([N+](=O)[O-])cc1)Nc1nnc(C2CC2)s1,0,3,0,0,-1.6,1,2,7,3,-6
O=C(N/N=C/c1ccc(OC(=O)c2ccccc2)cc1)c1cccc(O)c1,-12,4,-10,-2,-0.7,-11,-11,1,-2,6
CCCN(C(=O)/C=C/c1nc2ccccc2s1)C1CCS(=O)(=O)C1 (stereo unspecified),4,4,6,-2,-2.0,8,5,8,2,-6
O=c1[nH]cc(-c2ccc(Br)cc2)n1Cc1ccccc1,1,0,1,-1,-1.0,20,0,-2,-2,0
COc1ccccc1N1C(=O)CCC1(C#N)c1ccccc1 (stereo unspecified),16,-3,-5,3,-1.5,-5,-2,-5,2,1
CSc1ccc(/C=N/n2c(Cc3ccc(Br)cc3)n[nH]c2=S)cc1,-57,21,-12,6,-0.2,-12,-13,6,15,-6
Cc1nc(COc2cc3oc(=O)cc(C)c3cc2Cl)cs1,0,-2,1,3,0.0,-1,0,0,12,5
COc1ccccc1NC(=O)CN(Cc1ccco1)C(=O)c1ccc(-n2nc(C)cc2C)cc1,-2,1,-4,-3,-0.7,-18,-4,-3,5,-11
Cc1ccc(OCC(=O)NCCCNC(=O)COc2ccc(C)cc2)cc1,4,-7,-1,0,-3.0,-1,-4,1,-2,-3
CCCn1c(=O)n(C)c(=O)c2c(SCc3cc(C(C)=O)ccc3OCC)nc(C3CC3)nc21,x,1,-13,-1,4.2,5,-2,9,-1,-1
CC(=O)Nc1ccc2c(c1)nc(CCNC(=O)c1ccco1)n2C,-8,-2,10,-3,3.4,-2,4,1,1,-10
Cc1ccc(N=C2NC(=O)/C(=C/C=C/c3ccco3)S2)cc1,20,59*,14,22*,-2.9,5,19,-15,23*,8
O=C(COc1ccc2ccc(=O)oc2c1)Nc1nccs1,6,0,-1,-3,-2.9,10,1,-3,1,-5
Cc1ccc(NC(=O)Cc2nc(-c3c[nH]c(C(=O)N4CCCC4)c3)cs2)c(C)c1,-3,12,-5,1,-2.4,6,21,2,-1,1
Cc1nonc1C1CCCN1Cc1nc(-c2ccc(F)cc2F)oc1C (stereo unspecified),-11,0,-4,3,-0.8,2,0,-2,-9,1
COc1ccc(CN2C[C@H](COCc3ccccc3)Oc3cccc(F)c3S2(=O)=O)cc1,x,5,-4,6,-3.3,-8,-9,-4,-4,-3

# Nothing new here: 2 of the compounds above.
SMILES,HTRA1 inhibitor,rCAG RNA binder,SIAE inh,LEDGF integ inh,PG9 Ab binder,TDP2 inh,mABHD4 FP,Rev-erbA mod,PRMT1 FP inh,TCR-CD3 inh
Cc1nonc1C1CCCN1Cc1nc(-c2ccc(F)cc2F)oc1C (stereo unspecified),-11,0,-4,3,-0.8,2,0,-2,-9,1
COc1ccc(CN2C[C@H](COCc3ccccc3)Oc3cccc(F)c3S2(=O)=O)cc1,x,5,-4,6,-3.3,-8,-9,-4,-4,-3

# Of the compounds above, these contain fluorine.
SMILES,HTRA1 inhibitor,rCAG RNA binder,SIAE inh,LEDGF integ inh,PG9 Ab binder,TDP2 inh,mABHD4 FP,Rev-erbA mod,PRMT1 FP inh,TCR-CD3 inh
Cc1ccc(C(=O)Nc2ccccc2OC(F)F)cc1,1,1,-5,-2,-0.6,6,3,1,1,-2
Fc1ccc(CNc2nc3ccccc3n3cnnc23)cc1,2,2,5,-2,-0.1,8,1,8,-2,7
O=C(NCCN1C(=O)S/C(=C\c2ccccc2F)C1=O)C1CC(=O)N(Cc2ccccc2)C1 (stereo unspecified),-3,6,-1,0,-0.1,3,6,-2,-1,6
CCn1c(CNc2ccc(F)cc2)nnc1SCC(=O)Nc1ccc(OC)cc1OC,5,0,0,-1,0.1,-12,-1,3,0,10
CC(C)(C)NC(=O)CN(C(=O)CCC(=O)Nc1nccs1)c1cccc(C(F)(F)F)c1,3,-1,3,-2,0.4,-2,0,-5,2,7
CCc1ccc(-c2nc(NC(=O)c3ccc(OCC(=O)Nc4ccc(F)cc4)c(OC)c3)sc2C)cc1,-6,5,0,-1,-0.8,12,2,113*,2,3
Cc1c(C(=O)N(C)Cc2cccc(F)c2)oc2c(Cl)cccc12,-23,1,-3,-2,-2.7,-24,-3,-2,-7,-4
Cc1nnc(-c2cnn(C)c2N)n1Cc1ccccc1F,5,2,3,-3,0.4,9,1,1,0,0
Cc1nonc1C1CCCN1Cc1nc(-c2ccc(F)cc2F)oc1C (stereo unspecified),-11,0,-4,3,-0.8,2,0,-2,-9,1
COc1ccc(CN2C[C@H](COCc3ccccc3)Oc3cccc(F)c3S2(=O)=O)cc1,x,5,-4,6,-3.3,-8,-9,-4,-4,-3

# Only part of the results is shown (hit frequency here may not be typical).
